High-throughput results: PubChem BioAssay, several laboratories
thrombin 1536 – blocks human thrombin protease activity; AID 1046; P00734; inhibition, % at 5 µM; 220,000 compounds, 0.26% hits; alpha-thrombin, Boc-VPR-AMC fluorogenic substrate cleavage;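 active = inhibition at or above 40%; inactive = inhibition below 40%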;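 also: 0% = enzyme with no compound and 100% = wells without enzyme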
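System – human alpha-thrombin · Medium – pH 7.5 Tris (50 mM) with NaCl 150 mM, Tween 20 0.05% · Compound – single-point dosing at 5 µM, 0.2% DMSO · Incubation – enzyme reaction carried out at room temperature · Technique – fluorescence of released AMC, ex 355 nm, em 460 nm · Read-out basis – % inhibition of thrombin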
eIF4E-4G inh – eIF4E/eIF4G interaction inhibition in translation initiation | AID 782 | inhibition, % at 21.7 µM | TR-FRET eIF4E-eIF4GI(517-606) binding, 2 h | 220,000 compounds, 0.37% hits;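 also: 0% = full FRET control wells and 100% = background wells lacking eIF4GI fragment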
EBV gp42 block – blocks Epstein-Barr virus glycoprotein 42 binding; Q1HVG2; Fluorescence polarization binding assay, mP read-out; inhibition, % (tested at 21.74 µM); 220,000 compounds, 0.42% hits; in the data active = inhibition above about 50%
NCF1 inh – blocks human p47phox regulatory protein of NADPH oxidases; 220,000 compounds, 0.53% hits; p47phox/p22phox peptide binding, fluorescence polarization, 2 h; AID 1274; P14598; inhibition, % at 24.7 µM;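 also: 0% = p47phox with labelled peptide and 100% = labelled peptide alone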
Target sequence (P14598 whole entry, looked up): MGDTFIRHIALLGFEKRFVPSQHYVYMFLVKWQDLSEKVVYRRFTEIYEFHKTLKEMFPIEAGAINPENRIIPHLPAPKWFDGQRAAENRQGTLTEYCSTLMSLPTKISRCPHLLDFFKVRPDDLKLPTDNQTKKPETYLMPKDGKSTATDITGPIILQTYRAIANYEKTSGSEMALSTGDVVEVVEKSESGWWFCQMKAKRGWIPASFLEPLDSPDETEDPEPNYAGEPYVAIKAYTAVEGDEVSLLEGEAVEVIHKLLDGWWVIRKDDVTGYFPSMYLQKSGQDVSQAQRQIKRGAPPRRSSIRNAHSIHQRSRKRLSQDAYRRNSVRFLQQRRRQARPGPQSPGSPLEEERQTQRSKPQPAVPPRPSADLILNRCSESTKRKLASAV
Furin inh – inhibitors of human furin. purified furin, fluorogenic substrate cleavage. inhibition, % at 30 µM. 220,000 compounds, 0.061% hits. AID 463115; in the data active = inhibition above about 25%; also: inactives centre near -15
Rad51 HR inh – blocks human Rad51 in homologous recombination; inhibition, % at 10 µM; AID 1385; 200,000 compounds, 0.085% hits; Q06609; hRad51 DNA strand exchange, fluorescence dequenching;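 active = inhibition above 40% at the single screening dose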;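 also: 0% = DMSO control wells and 100% = blanks with heterologous ssDNA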
Target sequence (Q06609 whole entry, looked up): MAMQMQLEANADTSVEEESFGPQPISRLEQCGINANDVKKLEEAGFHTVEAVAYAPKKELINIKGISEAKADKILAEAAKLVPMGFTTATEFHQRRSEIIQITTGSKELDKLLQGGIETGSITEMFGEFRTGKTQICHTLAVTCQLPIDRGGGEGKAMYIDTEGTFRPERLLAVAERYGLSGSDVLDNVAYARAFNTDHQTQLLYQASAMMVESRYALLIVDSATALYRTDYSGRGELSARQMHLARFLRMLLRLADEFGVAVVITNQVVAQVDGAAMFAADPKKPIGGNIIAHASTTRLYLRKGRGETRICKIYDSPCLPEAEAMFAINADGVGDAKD
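Test system: preformed human Rad51 ssDNA filaments. Compound dosing: single dose, 10 µM final compound. Incubation: filaments 15 min 37 °C, then compound 30 min. Technique: FRET fluorescence dequenching, excitation 485 nm, emission 520 nm. Read-out basis: percent inhibition from fluorescence, normalised to plate control and blank means. Benchmarks: plate controls and plate blanks.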
KLK5 inh – inhibitors of human kallikrein 5; inhibition, % at 5 µM; 210,000 compounds, 0.59% hits; AID 873; Q9Y337; recombinant hK5, fluorogenic AMC substrate cleavage;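 active = inhibition of 40% or more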;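 also: 0% = enzyme controls without compound and 100% = no-enzyme blanks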
14-3-3 Bad PPI – disrupts binding of bovine 14-3-3 zeta to phospho-Bad peptide. P63103. TR-FRET 14-3-3zeta/Dy647-pBad peptide displacement, 1 h. inhibition, % at 21.7 µM. 220,000 compounds, 0.71% hits. AID 781;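 active = inhibition above about 70%, limit read from the data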;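 also: 0% = full 14-3-3 plus peptide FRET controls and 100% = background without 14-3-3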
Target sequence (P63103 whole entry, looked up): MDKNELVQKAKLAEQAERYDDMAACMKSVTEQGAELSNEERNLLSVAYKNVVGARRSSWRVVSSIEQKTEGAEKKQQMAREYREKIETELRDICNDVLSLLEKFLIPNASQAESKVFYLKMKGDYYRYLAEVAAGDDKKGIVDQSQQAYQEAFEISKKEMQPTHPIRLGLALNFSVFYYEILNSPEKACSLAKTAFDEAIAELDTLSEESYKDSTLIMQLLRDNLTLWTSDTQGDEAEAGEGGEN
Cl transport mod – modulates chloride dependent transport by human KCC2; Q9H2X9; KCC2 cells, thallium flux FluoZin-2 fluorescence; B-score of Tl+ flux slope (higher = more flux/activation; lower = inhibition) at 10 µM; 190,000 compounds, 2.2% hits;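 active = thallium flux slope and its plate-corrected score both differing from the plate sample mean at a set confidence after two filtering rounds, in either direction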;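 also: slope of fluorescence scaled to starting intensity during 10 to 20 s after thallium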
* hit, by the source's call; · = not tested or not shown; [ ] = another dose, or the depositor's remark.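 The calls were made as follows, unless noted: active = inhibition above about 30% (limit read from the data); inactive = the rest.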

SMILES	thrombin 1536	eIF4E-4G inh	EBV gp42 block	NCF1 inh	Furin inh	Rad51 HR inh	KLK5 inh	14-3-3 Bad PPI	Cl transport mod
COc1ccccc1CC(=O)Nc1cccc(C)n1	5	-1	-2	-1	-18	18	2	-13	-1.3
CCN(CC)S(=O)(=O)c1ccc(C(=O)Nc2ccc3c(c2)OCCO3)cc1	-12	3	-1	-13	-9	-5	-1	-10	-0.91
CCOC(=O)c1cc(-c2csc(COc3ccccc3Cl)n2)on1	-2	3	-4	-2	-29	3	-6	5	-1.5
CCCCOc1ccc(S(N)(=O)=O)cc1	2	7	-17	-11	-16[20 µM]	9	2	-9	0.06
CC1=CC(C)(C)Nc2ccc(OC(=O)CN3C(=O)CCC3=O)cc21	-2	-1	-10	-2	-13	-3	0	5[fluorescence artefact?]	0.071
O=C(Nc1ccc(NC(=O)c2cccs2)cc1)c1ccc2c(c1)OCCO2	-7	-1	-5	-39	-6	14	-4	23	·
O=C(NCC1CCCO1)c1ccc(Br)o1 (stereo not drawn)	4	-1	5	-5	-19	41*	-6	-5	0.06
NS(=O)(=O)c1ccc(NC(=S)N2CCN(S(=O)(=O)c3ccc(F)cc3)CC2)cc1	-9	0[fluorescence artefact?]	14	-1	-6	0	-7	-12	0.27
Cc1cc(C)n(C2CC(=O)N(c3ccc(C)c(Cl)c3)C2=O)n1 (stereo not drawn)	-4	7	-18	-9	-12	-21	4	-2	1.2
CC(=O)Nc1nc(N2C(=O)c3ccccc3C2=O)n(-c2ccccc2)n1	-9	4	-10	-8	1[20 µM]	-10	-94	2	-0.08
Cc1ccc([N+](=O)[O-])cc1/C=N/Nc1nnnn1-c1ccccc1	7	·	-28	-2	-10[20 µM]	12	-2	·	0.38
CC(C)NC(=O)COC(=O)/C=C/c1ccc(F)cc1	-4	13	-11	-6	-11	-3	-6	5	0.43
CCOC(=O)c1ccc(NC(=O)CN(C)S(=O)(=O)c2ccc(Br)s2)cc1	2	1	9	-4	-31	·	-8	-5	2
Cc1nc2ccc(CCO)cc2s1	-5	-5	1	-5	-11[20 µM]	-1	-1	6	1.9
O=S1(=O)CC2SC(=S)N(Cc3ccccc3)C2C1 (stereo not drawn)	0	2	-15	-9	-27	29	-6	-3	0.19
Cn1c(CO)cnc1-c1ccccc1	2	0	-22	-3	-12	15	7	0	0.58
CSc1ncnc2sc(C)c(C)c12	1	-3	1	-2	-14	9	-6	-4	8.4*
CCCNC(=O)c1ccccc1C(=O)NC1(C(=O)NCCC)CCCC1	-1	1	-12	-1	-21	-5	2	3	-0.27
O=C(NCCN1CCOCC1)[C@H](Cc1ccccc1)N1C(=O)c2ccccc2C1=O	0	9[fluorescence artefact?]	-4	-16	-23	-3	-5	1	-0.3
COc1cc(C(=O)Nc2nnc(C)s2)c([N+](=O)[O-])cc1OC	1	4	-9	-5	-17	15	3	2	0.66
Cc1ccc(C(=O)N/N=c2\sc3ccccc3n2C)cc1	-5	-6[fluorescence artefact?]	-14	-9	-17	3	-14	4	2.2
CCc1ccc2oc(-c3cccc(NC(=O)c4cccnc4)c3)nc2c1	-2	6	-13	-2	-19	-11	-19	5	·
COc1ccc(CCN(C(=O)c2ccccc2)C2=CC3CCC(C2)N3C)cc1OC (stereo not drawn)	1	-3	-18	-4	-13	21	3	3	·
CC(c1nnc(SCC(=O)c2c(N)n(C)c(=O)n(C)c2=O)n1-c1ccc(Cl)cc1)N(C)C (stereo not drawn)	-7	-9	-11	-12	-6	5	-12	-15	·
Cc1ccc(SC(c2ccccc2)C(Cn2cncn2)C(=O)c2ccccc2)cc1 (stereo not drawn)	8	-42	-15	15	-12[20 µM]	-2	-1	16	0.44
COc1ccc(/C(C)=N/N2C(=O)c3ccccc3NC2c2ccc(O)c(OC)c2)cc1 (stereo not drawn)	0	3	-18	-11	-31	·	1	0	0.74
Cc1c(Br)c([N+](=O)[O-])nn1CC(=O)N1CCc2ccccc21	5	-2	5	-1	-9	2	2	-3	0.41
O=C(Nc1nc2ccc(S(=O)(=O)N3CCCCC3)cc2s1)C1CCCO1 (stereo not drawn)	1	15[fluorescence artefact?]	-14	4	-4[20 µM]	-2	-8	3[fluorescence artefact?]	0.32
COc1cccc2sc(NNC(=O)C3COc4ccccc4O3)nc12 (stereo not drawn)	-9	0	-8	-5	-16	-2	-11	-13	20*
O=C(c1ccc(F)cc1)C1CCN(C(=O)Nc2ccccc2Cl)CC1	0	4	-12	-18	-23	-3	-16	7	-2
Cc1cc(/C=C(\C#N)C(=O)O)c(C)n1CC1CCCO1 (stereo not drawn)	18	-2	-2	-1	2	-1	24	11	0.068
Cn1ncc(Cl)c1C(=O)Nc1cccnc1	-6	-1	-16	-8	-26	7	3	12	·
Cc1ccc(C(=O)Nc2ccc3cn[nH]c3c2)cc1S(=O)(=O)N1CCCCC1	-7	-3	-3	-10	-10[20 µM]	-4	-2	2	·
CCCCN(C(=O)CSc1cc(C)c2ccccc2n1)c1c(N)n(Cc2ccccc2)c(=O)[nH]c1=O	-2	3[fluorescence artefact?]	11	-4	-16	9	-12	-7	0.62
Cc1nc2cc(C(F)(F)F)ccc2n1C1CCN(C(=O)N2CCOCC2)CC1	-4	0[fluorescence artefact?]	-14	-4	-26	-6	0	3	0.031
CCCc1nnc(SCC(=O)N2CCCCC2C)n1CCCOC (stereo not drawn)	-4	3	-21	-11	-5[20 µM]	0	3	-6	0.55
CCOC(=O)c1sc2nc(NC(=O)C3CCCCC3)sc2c1C	-9	9[fluorescence artefact?]	-21	-4	-7	-8	-7	3	0.33
C/C(=N\OCC(=O)N/N=C/c1ccccc1O)c1cccs1	-2	-1	-5	-10	-10[20 µM]	1	-3	5	·
C=C(C)COc1ccc(-c2nc(N)ncc2-c2ccccc2OC)c(O)c1	-3	3	-29	-34	2	-4	28	6	-0.69
CC1(C)Cc2nc3sc4c(=O)n(CC(=O)NCc5ccccc5)cnc4c3cc2CO1	-4	6	-20	-6	-16[20 µM]	1	-13	12	·
Cc1ccccc1NC(=O)c1ccc(NC(=O)C2CC(=O)OC23CCCCC3)cc1 (stereo not drawn)	64*	1	-3	-2	-11	-5	15	1	-1.9
CCNC(=O)NC(=O)C(C)Sc1nc2ccccc2n1CC(C)C (stereo not drawn)	2	1	-28	0	-13[20 µM]	-3	-8	3	0.16
COc1cc(/C=C/C(=O)OCC(=O)NCc2ccco2)cc(OC)c1OC	2	11	-13	-10	-12	8	-11	-15[fluorescence artefact?]	0.41
CCOCCCNC(=S)NNC(=O)CCn1nc(C)c(Br)c1C	8	-4	4	-5	-10[20 µM]	·	-17	-28	0.025
CC(=O)N1CCN(C(=O)CC2OC(=O)c3ccccc32)CC1 (stereo not drawn)	2	-3	-3	-7	-4[20 µM]	2	4	-1	-0.2
Cc1cccc(NS(=O)(=O)c2ccccc2)n1	-3	3	-17	6	-17	-1	17	3	-2.5
CCOc1ccc(-c2ccc(SCC(=O)N3CCN(c4ccccc4)CC3)nn2)cc1	-3	3	6	-9	0	-3	2	1	0.6
O=C(O)CC(C(=O)Nc1ccc(Cl)cc1Cl)C1CCCO1 (stereo not drawn)	-1	0	-4	-5	-22	·	10	-13	·
Cn1ncc2c(NNC(=O)C3CCCCC3)ncnc21	-2	-7	1	-4	-25	5	-1	-8	-0.35
CCC1CCCCN1C(=O)c1cc2cc(Br)ccc2oc1=O (stereo not drawn)	-1	1	-4	-17	-25	-1	2	4	0.38
CC1CN(C(=O)c2cccc(COc3ccccc3Cl)c2)CC(C)O1 (stereo not drawn)	0	3	0	5	-19	-9	4	0	-1.9
CC1CCN(CCCCOc2ccc([N+](=O)[O-])cc2)CC1	-2	4[fluorescence artefact?]	-20	-8	-29[20 µM]	·	2	51[fluorescence artefact?]	·
CCOC(=O)C1CCCN(c2c(Nc3cccc(C)c3)c(=O)c2=O)C1 (stereo not drawn)	-10	-2	-1	-3	-14	-5	-3	-19	·
O=[N+]([O-])c1nn(-c2ccc3c(c2)OCCO3)n(O)c1=NC1CCN(Cc2ccccc2)CC1	-5	0	3	2	-13	-4	6	-13	-2
CC1=C(C(=O)OCC(C)C)C(c2cccc(F)c2)N2C(=O)C(C)SC2=N1 (stereo not drawn)	1	7	1	-7	-3	0	4	10	·
O=C(c1ccccc1)N1CCN(CC(O)Cn2ccc3ccccc32)CC1 (stereo not drawn)	1	4	-14	-12	-27	-15	2	26	-1.5
c1ccc(Sc2ncnc3c2oc2ccccc23)nc1	1	11	-8	-8	-20	14	-20	16	-0.19
CN1CCN(CC(=O)Nc2c(C(=O)C3CC3)oc3ccccc23)CC1	0	0	-7	-17	-10	9	-19	6	-0.091
COc1ccc(C(=O)COC(=O)c2ccc(NC(=O)c3ccccc3)cc2)cc1	-6	1	-14	-3	-20[20 µM]	-7	-8	12[fluorescence artefact?]	-0.17
COC(=O)c1ccc(CSc2nc3scc(-c4cccs4)c3c(=O)[nH]2)o1	1	-2	-31	-78	-2	-10	-14	-16	-1.7

Further entries:
SMILES	thrombin 1536	eIF4E-4G inh	EBV gp42 block	NCF1 inh	Furin inh	Rad51 HR inh	KLK5 inh	14-3-3 Bad PPI	Cl transport mod
Cc1nnc(SCc2cc(=O)oc3ccc4ccccc4c23)n1Cc1ccccc1	-4	1	-11	-5	-17	-14	-11	3[fluorescence artefact?]	-0.96
O=c1[nH]c(-c2ccccc2)cs1	0	-3[fluorescence artefact?]	3	8	-21	·	-10	13	-0.3
CCOCCCNCc1cn(-c2ccc(F)cc2F)nc1-c1ccccc1C	-2	4	-3	5	-23	-3	·	-9	0.81
Cc1nc(SCc2c(F)cccc2Cl)c2c(=O)n(C)c(=O)n(C)c2n1	-2	-3	0	-6	-11	0	3	8	·
COc1ccc(S(=O)(=O)N(CC(=O)O)c2ccc(C)cc2)cc1	-6	1[fluorescence artefact?]	-17	6	-18	-7	-5	11[fluorescence artefact?]	0.33
O=C1CC(N2CCC(c3nc4ccccc4o3)CC2)C(=O)N1c1cc(Cl)cc(Cl)c1 (stereo not drawn)	-1	5	-19	-21	-19[20 µM]	3	-10	14	-0.37
O=c1c2c(nc3c(-c4ccc(Cl)cc4)c[nH]n13)CCC2	-4	6	-2	-8	-14	6	1	-38	·

Among those listed so far, these contain fluorine:
SMILES	thrombin 1536	eIF4E-4G inh	EBV gp42 block	NCF1 inh	Furin inh	Rad51 HR inh	KLK5 inh	14-3-3 Bad PPI	Cl transport mod
NS(=O)(=O)c1ccc(NC(=S)N2CCN(S(=O)(=O)c3ccc(F)cc3)CC2)cc1	-9	0[fluorescence artefact?]	14	-1	-6	0	-7	-12	0.27
CC(C)NC(=O)COC(=O)/C=C/c1ccc(F)cc1	-4	13	-11	-6	-11	-3	-6	5	0.43
O=C(c1ccc(F)cc1)C1CCN(C(=O)Nc2ccccc2Cl)CC1	0	4	-12	-18	-23	-3	-16	7	-2
Cc1nc2cc(C(F)(F)F)ccc2n1C1CCN(C(=O)N2CCOCC2)CC1	-4	0[fluorescence artefact?]	-14	-4	-26	-6	0	3	0.031
CC1=C(C(=O)OCC(C)C)C(c2cccc(F)c2)N2C(=O)C(C)SC2=N1 (stereo not drawn)	1	7	1	-7	-3	0	4	10	·
CCOCCCNCc1cn(-c2ccc(F)cc2F)nc1-c1ccccc1C	-2	4	-3	5	-23	-3	·	-9	0.81
Cc1nc(SCc2c(F)cccc2Cl)c2c(=O)n(C)c(=O)n(C)c2n1	-2	-3	0	-6	-11	0	3	8	·
